phage Ecoli inh – E. coli growth loss with phage present. growth absorbance. inhibition, % at 11.9 µM. hit rate 0.26% among 360,000. AID 651602; in the data active means inhibition above about 11%
CAL PDZ FP-1 – CAL PDZ (human) peptide binding inhibition | hit rate 0.92% among 300,000 | purified CAL PDZ, TMR-peptide fluorescence polarization, 1 h | inhibition, % at 24.9 µM | Q9HD26 | AID 602252;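 active means mean inhibition of at least 30% with at least half of replicates also reaching 30%; inconclusive means no clear call, values can overlap the other calls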;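 further: 0% = DMSO neutral control and 100% = excess unlabeled competitor peptide PRC23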
CAL PDZ FP-2 – inhibitors of human CAL PDZ peptide binding; purified CAL PDZ, TMR-peptide fluorescence polarization, 1 h; AID 504414; inhibition, % at 20 µM; hit rate 0.02% among 330,000; Q9HD26;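 active means highest replicate inhibition of at least 40%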;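 further: plate controls were DMSO neutral control wells for no effect and unlabeled competitor peptide control wells for full effect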
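material = purified tagged CAL PDZ domain construct (CerCALP) | compound dosing = 20 µM, one dose | times = 1 h at RT | measured by = fluorescence polarization from S- and P-plane intensities, G-factor corrected | read-out = inhibition from polarization loss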
SR-BI DiI-HDL act – SR-BI HDL lipid transfer activation; CHO ldlA[mSR-BI] cells, DiI-HDL uptake fluorescence, 3 h; 100 = double the neutral-control signal; activation, % at 12.5 µM; hit rate 0.096% among 320,000;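 active means mean replicate activation of at least 60% and every replicate at or above 60%; inconclusive means mean or all-replicate condition met, but not both; inactive means mean below 60% and not all replicates reaching 60%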;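 further: 0% = median plate neutral-control signal and 100% = twice that signal; values of inactives mirror those of a sister screen read the other way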
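Material: SR-BI-overexpressing, LDLR-lacking CHO cells | Dosing: Single compound concentration, delivered by pin transfer | Probe or stimulus: Labelled HDL, 10 µg/mL | Signal: Bottom-read cell fluorescence after medium removal, ex 550/em 595 nm | Schedule: 3 h, 37 °C | Evaluation: HDL uptake via cellular fluorescence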
E coli growth – reduces bacterial viability in AddAB counter-screen; E. coli V3065 growth, OD600 absorbance, 18 h; inhibition, % at 11.9 µM; hit rate 0.27% among 330,000;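 active means inhibition above the campaign's mean inhibition across all tested compounds plus 3 SD, cut at about 9.9% in these data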;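 further: uninfected addAB+ strain grown without phage in ampicillin broth; 0% = DMSO wells and 100% = ciprofloxacin 0.95 µg/ml wells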
SR-BI HDL uptake – blocks mouse SR-BI lipid uptake from DiI-HDL; hit rate 0.96% among 320,000; inhibition, % at 12.5 µM; ldlA[mSR-BI] CHO cells, DiI-HDL uptake fluorescence, 3 h;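 active means mean replicate inhibition of at least 70% and a set share of replicates each scoring 70 or more; inconclusive means meets just one of the two criteria; inactive means fails both criteria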;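 further: 0% = median of neutral control wells and 100% = median of positive control wells; values of inactives mirror those of a sister screen read the other way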
Target sequence (Q61009 whole entry, looked up): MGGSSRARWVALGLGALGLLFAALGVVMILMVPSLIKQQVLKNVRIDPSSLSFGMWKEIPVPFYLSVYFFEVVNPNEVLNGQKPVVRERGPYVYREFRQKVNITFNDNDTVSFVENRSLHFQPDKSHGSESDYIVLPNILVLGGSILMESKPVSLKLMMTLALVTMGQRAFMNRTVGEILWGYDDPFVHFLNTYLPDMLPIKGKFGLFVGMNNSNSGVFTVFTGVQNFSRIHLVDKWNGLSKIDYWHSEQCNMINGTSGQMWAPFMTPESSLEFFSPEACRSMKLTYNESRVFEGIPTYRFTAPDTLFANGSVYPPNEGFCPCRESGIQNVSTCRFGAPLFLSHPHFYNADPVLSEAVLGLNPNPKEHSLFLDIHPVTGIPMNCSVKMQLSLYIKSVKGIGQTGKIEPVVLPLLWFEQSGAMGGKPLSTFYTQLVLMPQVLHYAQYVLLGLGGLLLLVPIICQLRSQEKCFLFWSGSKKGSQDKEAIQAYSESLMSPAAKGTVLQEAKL
MITF TRPM1 HTS – increases MITF-driven TRPM1 promoter luciferase signal | SK-MEL-5 TRPM1-promoter luciferase, 24 h; % of positive control, neutral wells = 0 | activation, % at 12.5 µM | hit rate 0.75% among 300,000;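 active means mean activation of at least 80% with every replicate also reaching 80%; inconclusive means mean reaches 80% but some replicate falls short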;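 further: 0% = neutral control wells and 100% = parthenolide positive control wells; values of inactives mirror those of a sister screen read the other way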
Tat transport – inhibitors of E. coli Tat protein transport. E. coli MC4100 TorA-mCherry Tat export, fluorescence. inhibition, % at 10 µM. AID 488895. hit rate 0.036% among 340,000;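 active means mean replicate inhibition at least 50% and at least half of replicates individually reaching 50%; inconclusive means only one of the two criteria met; inactive means neither criterion met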;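 further: exported cargo escapes ClpAP degradation while cytoplasmic cargo is degraded and loses fluorescence; 0% = median of neutral control wells and 100% = median of NaSCN control wells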
Wnt act – activates Wnt/beta-catenin signaling in a reporter cell assay; hit rate 1.2% among 300,000; activation, % at 9.35 µM; AID 743398; activator, plate reader; in the data active means activation above about 30%, passing the limit was not always enough; inconclusive means no clear call, values can overlap the other calls;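 further: 0% = neutral control wells and 100% = positive control wells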
AddAB inh – less growth of phage-infected E. coli with AddAB | E. coli expressing H. pylori AddAB, absorbance growth | inhibition, % at 11.9 µM | hit rate 0.29% among 330,000 | AID 435030; in the data active means inhibition above about 12%;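 further: 0% = vehicle wells of infected cells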
Active calls of the source: *; ? = inconclusive; . = not tested or not shown.

SMILES	phage Ecoli inh	CAL PDZ FP-1	CAL PDZ FP-2	SR-BI DiI-HDL act	E coli growth	SR-BI HDL uptake	MITF TRPM1 HTS	Tat transport	Wnt act	AddAB inh
CC(C)C(=O)N1CCN(c2ccccc2NC(=O)COc2ccc(C3CCCCC3)cc2)CC1	2.0	-2	-0.3	-20	.	20	0	-6	-1	.
COc1ccc(S(=O)(=O)N2CCOC23CCN(S(=O)(=O)c2cc(C)ccc2C)CC3)cc1	2.7	15	-0.3	-1	1.6	1	14	-1	-2	-0.7
O=C(NCC1CCCC(CNC(=O)Nc2ccc(Cl)cn2)C1)Nc1ccc(Cl)cn1 (centres undefined)	1.0	.	-1.3	.	-0.5	.	2	3	2	-0.6
O=c1oc(C2(O)CCCCC2)cc2ccc(-c3ccc4[nH]ccc4c3)cc12	0.2	3	0.4	-37	-0.3	37	58	-3	-8	2.2
CCOC(=O)CN(C(=O)CSc1nnnn1C)c1ccccc1	1.0	.	-1.1	-4	-0.6	4	-4	-2	-3	-0.2
CC(C)CNC(=O)C1CCN(CC2CCCCC2)CC1	-2.9	2	-0.2	9	-3.2	-9	-9	9	-1	2.7
O=C(CCNC(=O)c1ccc([N+](=O)[O-])cc1)Oc1ccc(F)c(F)c1	-0.4	.	1.1	8	-0.4	-8	-3	6	-3	1.3
COc1ccc(C(=O)Nc2ccccc2N2CCOCC2)cc1S(=O)(=O)N1CCOCC1	-2.1	.	-1.7	-8	0.2	8	1	-4	0	-0.8
COc1ccc(OC)c(S(=O)(=O)N2CCN(C(=O)CCc3ccccc3)CC2)c1	3.7	2	-2.2	?	1.8	-63	3	-5	1	0.7
COc1ccc(-c2nn(-c3ccccc3)cc2CN(C)CCn2ccnc2C)c(F)c1	-0.6	-3	-0.3	-7	2.4	7	-4	-4	3	-0.4
COc1cc(CN2CCNC(=O)C2CC(=O)N2CCc3ccccc3C2)cc(OC)c1 (centres undefined)	3.5	-3	-2.6	11	-1.3	-11	5	-6	-2	0.3
Cc1[nH][nH]c(=O)c1C(c1c(C)[nH][nH]c1=O)c1cn(Cc2ccc(F)cc2)c2ccccc12	.	.	-1.0	40	0.7	-40	-20	-1	.	2.1
CC(C)c1[nH]nc2c1C(Cc1ccccc1)C(C#N)=C(N)O2 (centres undefined)	0.6	-7	.	-4	-1.8	4	.	-5	2	-0.4
O=c1oc2cc(O)ccc2cc1-c1ccccc1	-0.9	-9	-2.6	21	0.6	-21	44	-10	0	1.1
COCCCNC(=O)CN1C(=O)COc2ccc(S(=O)(=O)N3CCCCCC3)cc21	-0.9	-1	-1.0	-10	0.5	10	-6	17	-2	4.9

Entries from the list above that have fluorine:
SMILES	phage Ecoli inh	CAL PDZ FP-1	CAL PDZ FP-2	SR-BI DiI-HDL act	E coli growth	SR-BI HDL uptake	MITF TRPM1 HTS	Tat transport	Wnt act	AddAB inh
O=C(CCNC(=O)c1ccc([N+](=O)[O-])cc1)Oc1ccc(F)c(F)c1	-0.4	.	1.1	8	-0.4	-8	-3	6	-3	1.3
COc1ccc(-c2nn(-c3ccccc3)cc2CN(C)CCn2ccnc2C)c(F)c1	-0.6	-3	-0.3	-7	2.4	7	-4	-4	3	-0.4
Cc1[nH][nH]c(=O)c1C(c1c(C)[nH][nH]c1=O)c1cn(Cc2ccc(F)cc2)c2ccccc12	.	.	-1.0	40	0.7	-40	-20	-1	.	2.1

The results go on:
SMILES	phage Ecoli inh	CAL PDZ FP-1	CAL PDZ FP-2	SR-BI DiI-HDL act	E coli growth	SR-BI HDL uptake	MITF TRPM1 HTS	Tat transport	Wnt act	AddAB inh
COc1nn(-c2nc(-c3ccccc3)cc(C(F)(F)F)n2)cc1[N+](=O)[O-]	-0.2	-4	-8.1	-5	0.2	5	5	3	.	3.8
O=C(Nc1ccc(S(=O)(=O)N2CCCCC2)cc1)C1CC(=O)N(Cc2ccccc2)C1 (centres undefined)	2.1	1	-3.3	1	-2.1	-1	-11	3	-1	3.4
C=CCN(C(=O)OC(C)(C)C)S(=O)(=O)NCc1ccccc1	3.3	-1	-0.2	-13	1.2	13	6	-9	-2	3.5
O=C(CCn1c(=O)oc2ccccc21)Nc1cccc(Cl)c1	-0.3	.	-0.6	-10	-1.5	10	.	-1	-2	-3.0
NNC(=O)Cn1cnc2ccccc21	1.1	.	-0.9	23	1.0	-23	-3	-2	0	1.4
CC(=O)Nc1ccc(CN2CCCC(C(=O)c3cccc(C(F)(F)F)c3)C2)cc1 (centres undefined)	5.4	2	-1.1	43	3.0	-43	14	1	.	0.1
COc1cccc(NC(=O)CCc2c(C)nc3nc(CNC(=O)c4cccc(F)c4)nn3c2C)c1	2.6	-2	-1.5	-41	0.4	41	-9	4	2	-1.3
O=C(c1sc2ccccc2c1Cl)N(Cc1cccs1)C1CCS(=O)(=O)C1 (centres undefined)	3.0	-1	-0.2	-8	-2.1	8	5	-7	0	6.5
COc1cccc(OC)c1OCCN(C)C	0.3	-3	0.1	-3	2.4	3	12	2	.	-0.9
COCCNC(=O)c1ccc2c(c1)nc(C)n2-c1cccc(F)c1	0.4	-1	0.6	-11	2.4	11	11	-9	-1	2.1
COc1ccccc1C(=O)n1nc(C)cc1C	3.2	10	-4.7	0	-2.5	0	22	-9	.	-0.7
CN(C)C1=NC(=O)/C(=C\c2ccccc2)S1	3.4	-3	-1.6	19	1.5	-19	4	0	-2	0.8
C#CCSc1nnc(C)c(C)n1	1.5	-2	-1.6	18	3.8	-18	-9	23	0	1.8
CC(=O)Nc1ccc2nc(-c3ccco3)[nH]c2c1	1.4	1	-1.0	-2	-0.5	2	28	1	3	5.1
O=C1c2cc(S(=O)(=O)NCCO)ccc2-c2ccc(S(=O)(=O)NCCO)cc21	2.4	2	-0.2	-1	-2.1	1	5	-4	-1	0.6

In a second layout: 3 of the compounds above
Molecule | phage Ecoli inh | CAL PDZ FP-1 | CAL PDZ FP-2 | SR-BI DiI-HDL act | E coli growth | SR-BI HDL uptake | MITF TRPM1 HTS | Tat transport | Wnt act | AddAB inh
O=C(CCn1c(=O)oc2ccccc21)Nc1cccc(Cl)c1 | -0.3 | . | -0.6 | -10 | -1.5 | 10 | . | -1 | -2 | -3.0
NNC(=O)Cn1cnc2ccccc21 | 1.1 | . | -0.9 | 23 | 1.0 | -23 | -3 | -2 | 0 | 1.4
CC(=O)Nc1ccc(CN2CCCC(C(=O)c3cccc(C(F)(F)F)c3)C2)cc1 (centres undefined) | 5.4 | 2 | -1.1 | 43 | 3.0 | -43 | 14 | 1 | . | 0.1

More compounds follow:
SMILES	phage Ecoli inh	CAL PDZ FP-1	CAL PDZ FP-2	SR-BI DiI-HDL act	E coli growth	SR-BI HDL uptake	MITF TRPM1 HTS	Tat transport	Wnt act	AddAB inh
Cc1nnc(N(Cc2ccco2)C(=O)c2cccc(C#N)c2)s1	3.8	.	-0.7	13	4.3	-13	6	4	-4	2.3
CC1=C(C(=O)NCc2ccco2)C2(CCC(C)CC2)OC1=O (centres undefined)	1.6	0	0.3	27	1.2	-27	-6	0	0	-3.8
CC(=O)Oc1ccc2c(c1)cc(C)n2C	-0.9	-3	1.6	0	1.4	0	1	0	-1	4.1
CS(=O)(=O)N1CCC(C(=O)Nc2cccc(F)c2)CC1	-0.6	.	-0.1	16	-1.7	-16	-5	2	0	1.5
CN1CCN(S(=O)(=O)c2ccc(-c3ccc(Cl)cc3)cc2)CC1	2.7	.	-2.1	23	-0.2	-23	9	1	.	0.5
COc1cc(S(=O)(=O)Nc2cccc3cn[nH]c23)c(OC)cc1Cl	0.9	95*	-0.6	-2	2.4	2	0	-4	3	4.0
COc1cc(OC)c2c(O)c3c(c(-c4c5c(c(O)c6c(OC)cc(OC)cc46)CO[C@@H](C)[C@H]5O)c2c1)[C@H](O)[C@H](C)OC3	.	-3	-4.4	-67	-2.2	67	-11	2	.	3.9
O=C(CCc1ccccc1)Nc1nc2n(n1)C(c1ccccc1)CC(=O)N2 (centres undefined)	1.8	-6	-0.1	17	0.7	-17	-13	-6	.	0.3
COc1ccc(C(NC(=O)CC(C)C)NC(=O)CC(C)C)cc1OC	4.3	3	0.2	11	0.1	-11	-6	-8	0	2.8
O=S(=O)(Nc1nc2ccccc2nc1Nc1ccc2c(c1)OCCO2)c1cccs1	1.6	0	-0.9	-26	-1.4	26	-5	1	2	0.1
CN=c1scc(-c2ccc(Cl)cc2)n1C	2.7	-2	-3.0	8	0.2	-8	-12	7	.	1.6
Cc1cc(NC(=O)COC(=O)CCS(=O)(=O)c2cc(Cl)ccc2Cl)no1	-0.2	-4	-2.7	3	0.8	-3	0	-1	-1	1.3
CC(C)(C)OC(=O)NC1CNNC1=O (centres undefined)	3.1	1	0.6	-6	0.5	6	-8	10	2	-2.0
O=C1CCN(Cc2ccccc2)C=C1C(=O)c1ccccc1	2.3	-3	-0.6	12	.	-12	27	5	-1	.
CCOc1ccc(C(=O)/C=C/c2cn(CN3CCN(C)CC3)c3ccccc23)cc1	0.6	-1	0.4	-26	0.6	26	64	3	5	-1.0
CN(C)c1ccc(/C=C(\NC(=O)c2ccccc2)C(=O)NCCCN2CCOCC2)cc1	-2.0	-3	.	24	0.0	-24	-7	-3	2	-0.4
CCN(CC)C(=O)COc1ccc(C=O)cc1OC	-0.2	-1	-1.1	11	0.8	-11	0	-3	2	6.0
COCCn1c(=O)[nH]c2cc(C(=O)Nc3nnc(C)s3)ccc21	-1.5	-6	0.6	0	0.6	0	30	-6	5	0.2
CC(C)(C)CN1CCN(Cc2nc(-c3ccc(F)cc3)cs2)CC1CCO (centres undefined)	-1.1	1	-5.3	?	0.2	-94	-6	-1	-6	3.2
COc1ccc(C(=O)Nc2cccc(-c3cnc4ccccc4n3)c2)cc1	-1.7	.	-1.4	-54	-1.2	54	7	-7	.	0.9
O=C(NCc1ccco1)c1cc(-c2ccc(Cl)cc2)on1	4.3	-2	-0.8	5	2.1	-5	63	22	5	3.0
Cc1ccc(O)c(C2=Nc3ccccc3C2(C)C)c1	2.7	.	0.6	.	-0.4	.	98*	10	-1	-0.6
O=C(Cc1ccc(F)cc1)NCCc1ccc(F)cc1	1.9	-1	-0.4	-4	1.3	4	14	0	.	3.5
S=C1NCN(Cc2cccnc2)CN1	0.2	.	.	.	-0.4	.	.	.	5	-0.4
C=CCNC(=S)Nc1cc(Cl)ccc1OC	2.3	-2	-1.4	-1	0.9	1	-9	-3	-3	2.8
Cc1cccc(-c2c3c(=O)n(C)c(=O)n(C)c3cn2-c2ccc(O)cc2)c1	2.0	.	-1.4	4	-0.8	-4	6	12	0	-0.7
Cc1ccc(OCc2cccc(S(=O)(=O)N(C)C)c2)c([N+](=O)[O-])n1	0.6	-2	-1.7	-3	1.4	3	4	4	-1	3.3
